Bioassay records from PubChem BioAssay.
Cardiac RTF inh = cardiac RTF calcium desensitization | IANBD-labeled cardiac RTF, Ca2+ fluorescence | inhibition, % at 7.15 µM | hit rate 0.12% among 340,000 | AID 493244;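 active means inhibition above the mean inhibition of all tested compounds plus 3 SD, cut at about 17% in these data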;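 further: assay run at fixed EC70 calcium of 1.6 mM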
RTF Ca sens act = increases calcium sensitivity of human cardiac regulated thin filaments. IANBD-labeled TnC RTF fluorescence at EC20 calcium; 0% EC20 calcium, 100% full calcium. activation, % at 7.2 µM. AID 493008. hit rate 0.24% among 340,000;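 active means activation above the mean over all tested compounds plus 3 SD, cut at about 30% in these data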;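 further: rise in fluorescence read as greater calcium sensitivity of cardiac thin filaments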
SR-BI uptake up = enhances SR-BI lipid uptake from DiI-HDL; hit rate 0.096% among 320,000; AID 504775; CHO ldlA[mSR-BI] cells, DiI-HDL uptake fluorescence, 3 h; 100 = double the neutral-control signal; activation, % at 12.5 µM;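 active means mean replicate activation of at least 60% and every replicate at or above 60%; inconclusive means mean or all-replicate condition met, but not both; inactive means mean below 60% and not all replicates reaching 60%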;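 further: 0% = median plate neutral-control signal and 100% = twice that signal; values of inactives mirror those of a sister screen read the other way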
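Test system: SR-BI-overexpressing, LDLR-lacking CHO cells; Also added: labelled HDL, 10 µg/mL; Measured by: bottom-read cell fluorescence after medium removal, ex 550/em 595 nm; Timing: 3 h uptake period with compound, 37 °C; Buffer or medium: F12, 0.5% BSA, 25 mM HEPES; Doses: single compound concentration, delivered by pin transfer.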
Keap1-Nrf2 PPI = disrupts human Keap1 binding to Nrf2 peptide. Q14145. inhibition, % at 9.4 µM. hit rate 0.15% among 340,000. Keap1 Kelch-Nrf2 peptide fluorescence polarization, 1536-well; in the data active means inhibition above about 12%; inconclusive means no clear call, values can overlap the other calls; inactive means below about 7.3%;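 further: human Keap1 Kelch domain with fluorescein labeled Nrf2 9mer peptide probe; 0% = neutral control wells and 100% = peptide positive control; higher means more block of Keap1 binding to Nrf2 peptide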
Target sequence (Q14145 whole entry, looked up, the tested form may be a part): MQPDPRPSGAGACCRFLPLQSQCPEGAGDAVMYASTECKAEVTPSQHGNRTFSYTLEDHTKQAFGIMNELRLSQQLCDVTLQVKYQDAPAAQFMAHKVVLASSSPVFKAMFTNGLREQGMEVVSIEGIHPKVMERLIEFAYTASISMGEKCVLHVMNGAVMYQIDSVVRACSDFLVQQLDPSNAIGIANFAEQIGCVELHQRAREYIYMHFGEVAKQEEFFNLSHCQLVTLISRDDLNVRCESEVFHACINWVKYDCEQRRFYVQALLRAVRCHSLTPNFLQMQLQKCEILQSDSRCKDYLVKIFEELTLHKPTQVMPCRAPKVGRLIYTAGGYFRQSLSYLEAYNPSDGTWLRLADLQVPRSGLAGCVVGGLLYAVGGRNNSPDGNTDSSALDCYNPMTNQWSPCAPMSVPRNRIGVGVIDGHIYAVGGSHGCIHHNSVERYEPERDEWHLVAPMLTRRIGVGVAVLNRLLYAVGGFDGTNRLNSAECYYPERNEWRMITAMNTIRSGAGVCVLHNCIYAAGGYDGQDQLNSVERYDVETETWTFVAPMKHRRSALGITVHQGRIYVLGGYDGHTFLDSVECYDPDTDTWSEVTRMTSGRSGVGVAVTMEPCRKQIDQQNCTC
CAL PDZ FP-1 = inhibitors of human CAL PDZ peptide binding; hit rate 0.92% among 300,000; Q9HD26; purified CAL PDZ, TMR-peptide fluorescence polarization, 1 h; inhibition, % at 24.9 µM; AID 602252;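 active means mean inhibition of at least 30% with at least half of replicates also reaching 30%; inconclusive means no clear call, values can overlap the other calls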;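 further: 0% = DMSO neutral control and 100% = excess unlabeled competitor peptide PRC23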
Rtt109 Vps75 = inhibitors of Candida albicans Rtt109/Vps75 histone acetyltransferase. Q5AAJ8. purified Rtt109/Vps75, ThioGlo CoA-SH fluorescence, 4 h. inhibition, % at 34.9 µM. hit rate 0.16% among 330,000. AID 540336;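 active means inhibition of at least 50% in every replicate; inconclusive means best replicate reaches 50% inhibition but some replicates fall short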
Target sequence (Q5AAJ8 whole entry, looked up): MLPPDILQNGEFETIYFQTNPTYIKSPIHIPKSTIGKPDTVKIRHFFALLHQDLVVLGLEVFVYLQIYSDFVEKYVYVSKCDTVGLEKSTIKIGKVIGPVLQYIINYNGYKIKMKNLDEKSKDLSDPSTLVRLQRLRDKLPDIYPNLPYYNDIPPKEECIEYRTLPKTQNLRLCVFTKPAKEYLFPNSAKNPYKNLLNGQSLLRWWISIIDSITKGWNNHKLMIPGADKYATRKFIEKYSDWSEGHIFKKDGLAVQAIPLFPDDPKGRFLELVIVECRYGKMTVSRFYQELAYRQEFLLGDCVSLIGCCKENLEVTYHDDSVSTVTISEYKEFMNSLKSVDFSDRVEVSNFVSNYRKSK
C-LANA FP = blocks KSHV LANA C-terminal domain binding to DNA. MBP-C-LANA/FAM-LBS DNA binding, fluorescence polarization. hit rate 0.078% among 340,000. inhibition, % at 9 µM. AID 504423;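 active means highest replicate inhibition at or above 60% at 9 µM, even if other replicates fall short; inactive means all replicates below 60% inhibition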;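 further: 0% = neutral control wells and 100% = 4 µM acridine orange control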
PKA-R2B activ = activators of human PKA-R2B complex. P22694+P31323. PKA-R2B holoenzyme dissociation, Cy5-IP20 fluorescence polarization; R2B truncated from residue 108, S112A mutant; 0% DMSO only, 100% 113 µM cGMP. activation, % at 11.4 µM. hit rate 0.079% among 340,000. AID 504700;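 active means activation above a cutoff set at the mean over all compounds plus 3 SD, cut at about 18% in these data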;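 further: higher means more holoenzyme dissociation and a rise in polarization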
DAGLB inhibitor = blocks human DAGLB lipase activity; Q8NCG7; HEK293T DAGLB membrane lysate, EnzChek fluorogenic substrate; inhibition, % at 5.17 µM; hit rate 0.059% among 340,000; AID 504411; in the data active means inhibition above about 34%;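 further: 0% = enzyme with vehicle and 100% = wells lacking enzyme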
CAL PDZ FP-2 = human CAL PDZ-peptide interaction inhibition | Q9HD26 | purified CAL PDZ, TMR-peptide fluorescence polarization, 1 h | inhibition, % at 20 µM | hit rate 0.02% among 330,000 | AID 504414;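 active means highest replicate inhibition of at least 40%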;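 further: plate controls were DMSO neutral control wells for no effect and unlabeled competitor peptide control wells for full effect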
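Material: tagged CAL PDZ domain; buffer or medium: 25 mM sodium phosphate pH 7.4, 150 mM NaCl, TCEP, IgG, Thesit; compound dosing: single point, 20 µM; schedule: 1 h incubation at room temperature before polarization reading; measured by: FP readout, S and P plane fluorescence; read-out basis: percent inhibition from loss of millipolarization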
* marks the source's active call; other numbers are inactive results; ? = inconclusive; . = no result given.

SMILES	Cardiac RTF inh	RTF Ca sens act	SR-BI uptake up	Keap1-Nrf2 PPI	CAL PDZ FP-1	Rtt109 Vps75	C-LANA FP	PKA-R2B activ	DAGLB inhibitor	CAL PDZ FP-2
Cc1cccc(Nc2ccc(C(=O)N3CCOCC3)cn2)c1	-4	5	17	0	1	-2	-0.1	-4	1	-0.1
O=C(O)c1cccc(N2C(=O)c3cccc4cccc(c34)C2=O)c1	1	8	4	0	.	4	-0.1	-7	-3	-3.6
COC(=O)c1ccccc1NC(=O)Cn1nc(C(F)(F)F)c2c1CCC2	-8	-2	-30	5	-4	11	0.0	5	-3	-1.3
COC(=O)Cc1csc(Nc2ccccc2)n1	-2	2	38	3	-5	6	2.9	-8	0	-0.6
CSc1cccc(NC(=S)N2CCC(N(C)C3CCCC3)CC2)c1	-3	0	14	-4	-1	-8	-0.1	-12	-3	-2.9
Nc1ncnc(Nc2ccccn2)c1[N+](=O)[O-]	-6	6	3	-3	-3	24	0.7	9	0	-2.1
O=C(CCn1cnc2ccccc2c1=O)Nc1nc(-c2ccc(Br)cc2)cs1	-4	8	-3	-3	-3	0	0.1	0	2	-0.7
O=c1ccc(-c2nc3cc(Cl)ccc3n2Cc2ccccc2)c[nH]1	-2	-3	-8	1	6	11	-0.2	6	1	-1.9
O=C(CCc1nc2ccccc2c(=O)[nH]1)Nc1cc(Cl)ccc1N1CCCCC1	-1	-4	-31	0	.	2	1.4	-4	0	0.7
Cc1nc2ccc(NC(=O)C3CCN(S(=O)(=O)c4cccs4)CC3)cc2s1	0	-2	-20	-10	10	12	0.7	0	-4	-2.3
Cc1cc2oc(C(=O)Nc3ccc(S(=O)(=O)Nc4onc(C)c4C)cc3)cc(=O)c2cc1Cl	-5	2	.	-3	-4	33	-2.8	-7	5	-4.1
Cc1ccccc1NC(=O)Cc1nc(COC(=O)c2ccc(S(C)(=O)=O)c([N+](=O)[O-])c2)cs1	-6	-3	-35	2	.	3	-0.1	-3	-10	0.0
O=C(CCN1CCc2ccccc2C1)Nc1ccc(F)cc1	-1	0	7	1	-2	5	-1.6	9	-3	.
O=c1onc(-c2ccc(Cl)cc2Cl)n1-c1cccnc1	1	-1	27	-4	3	5	1.5	-3	-2	0.5
CCN1CCc2c(sc(NC(=S)NC(=O)c3ccccc3)c2C#N)C1	-18	8	-6	-1	-1	21	-1.0	0	-3	-1.7
Cc1nc(N)c(C#N)c(-c2ccccc2Cl)c1C	-3	1	-4	0	-2	18	0.7	3	4	-0.5
O=C(NCCN1CCCCC1)c1ccc2c(c1)OCCO2	-6	7	.	3	2	-1	-1.4	4	-1	-1.0
Cc1cccc(NC(=O)C(=O)NCC2CCCO2)c1 (stereo not given)	-9	6	2	-3	0	-1	1.0	-7	-4	.
CCC1CCCCN1C(=O)CSc1nc2c(c(=O)n1C)SC(C)C2 (stereo not given)	3	-3	43	1	-5	-5	0.0	-9	4	-1.6
Cc1ccc(S(=O)(=O)N(C)c2ccc(OCC(=O)OCc3ccc(C#N)cc3)cc2)cc1	0	-7	1	5	1	-10	2.9	0	-2	0.7
Cc1c(C(=O)N(Cc2nccn2C)C(C)C)oc2c(F)cccc12	-3	0	9	-10	-4	-11	-0.1	-5	-3	-2.7
COc1ccc(-n2cc(C(=O)c3ccccc3O)cn2)cc1	-3	2	-31	-2	-1	4	-0.9	-3	-7	-2.8
COc1ccc(/C=N/n2c(C)nc3c([nH]c4ccccc43)c2=O)cc1CN1CCCC(C)(C)C1	-1	6	?	-1	-6	-1	-2.6	2	1	0.8
CCOC(=O)C1CN(S(=O)(=O)c2ccc(OC)cc2)c2cc(CC(=O)OC)ccc2O1 (stereo not given)	8	-4	13	-2	7	-6	1.4	13	-3	0.4
O=C(CSc1ncnc2c1cnn2CCO)Nc1cccc(C(F)(F)F)c1	-3	-4	-1	0	-3	-4	-2.2	-1	-1	-1.6

Continued:
SMILES	Cardiac RTF inh	RTF Ca sens act	SR-BI uptake up	Keap1-Nrf2 PPI	CAL PDZ FP-1	Rtt109 Vps75	C-LANA FP	PKA-R2B activ	DAGLB inhibitor	CAL PDZ FP-2
CC(C)CN(Cc1c(O)ccc2ccccc12)CC(C)C	-3	4	0	-4	-6	-4	0.0	-11	4	.
C/C(CC(=O)Nc1ccc([N+](=O)[O-])cc1)=N\NC(=O)c1ccccc1O	0	-1	-18	-1	-1	1	-0.4	-3	5	-1.0
CC(C)[C@H](NC(=O)c1ccccc1F)C(=O)NC1CCCCC1	4	0	-2	-3	-5	-3	-0.7	-4	-1	0.8
O=S1(=O)CCC(NC(=S)N2CCCCC2)C1 (stereo not given)	-2	-3	28	3	-1	3	0.2	-5	0	0.7
O=C(CN(C(=O)Cn1nnc(-c2ccc(F)cc2)n1)c1ccc(F)c(Cl)c1)NCC1CCCO1 (stereo not given)	-6	-4	-22	-2	6	11	-0.4	-14	1	-1.6
COc1cccc(N2C(=O)CN(Cc3ccccc3)C2=S)c1	-7	-3	7	1	-3	9	-1.1	-4	-3	-0.5
Cc1cc(F)c(F)c(C(=O)N2C(C)CCCC2C)c1Cl (stereo not given)	-9	5	-9	-1	.	-7	-0.4	-2	-8	-0.7
O=C(NCc1ccccn1)c1cc2ccccc2oc1=O	-7	-2	-9	3	.	1	0.1	0	-1	0.0
COc1ccc(S(=O)(=O)N2CCN(CC(=O)NC(Cc3ccccc3)C(C)=O)CC2)cc1 (stereo not given)	-19	1	42	-5	0	9	0.1	0	-6	0.1
O=C(CSc1nnc(Nc2ccccc2F)s1)NCc1ccco1	11	1	4	-2	-1	0	1.8	-1	6	-0.9
O=C(CCNC(=O)c1ccc(Br)cc1)NCC1COc2ccccc2O1 (stereo not given)	0	2	6	4	-1	-10	-1.9	-14	-3	-3.2
COc1ccc(-c2ccc(-c3noc(C4CCCCC4)n3)c(OC)n2)cc1	-1	1	2	-3	-1	-9	-1.6	5	-13	-0.8
CC(=O)OCC(=O)C1(O)CCC2C3CCC4=CC(=O)CCC4(C)C3(Cl)C(O)CC21C (stereo not given)	2	0	3	0	1	-12	0.1	-6	1	0.3
Fc1ccc(Br)cc1C1C=C(c2ccc(Br)s2)Nc2ncnn21 (stereo not given)	-69	73*	-3	-3	-3	?	1.1	-5	-65	-0.6
O=C(CCCn1c(=O)[nH]c2ccccc2c1=O)N1CCN(c2ccccn2)CC1	-9	3	3	0	.	-6	0.0	2	2	0.5
COc1ccc2c(C)cc(SC3CCOC3=O)nc2c1 (stereo not given)	-17	1	-20	-5	-6	3	1.3	6	-3	-5.1
CCCCCCC(=O)Nc1ccc(S(=O)(=O)Nc2onc(C)c2C)cc1	2	-5	-2	2	-4	-6	-0.1	-1	5	0.3
CCOC(=O)c1ccc(-c2c(C)cc3oc(=O)cc(-c4ccccc4)c3c2C)cc1	-9	-2	-73	-5	-2	0	0.3	-3	-12	-0.7
C=CCn1c(SCc2c(C)noc2C)nc2sc3c(c2c1=O)CCCCC3	-7	-1	-23	0	-3	4	-0.9	7	-7	-1.7
CCOc1c(C)cnc2c1c(=O)n(Cc1ccc(Cl)cc1)c(=O)n2C	-1	-7	3	-6	-1	1	0.1	-6	-10	-2.3
Cc1nc2ccc([N+](=O)[O-])cc2c(=O)n1Cc1ccc(F)cc1	-7	4	44	-4	.	-6	-7.5	-8	2	-0.5
Cn1cccc1Cc1nnc(SCC(=O)Nc2cccc(F)c2)n1-c1ccc(F)cc1	4	0	-10	-1	-1	0	0.7	-10	0	0.8
O=C(CC1SC(N2CCCCC2)=NC1=O)Nc1ccc(C(=O)Nc2ccccc2)cc1 (stereo not given)	-4	-3	-58	-2	-1	6	2.4	-2	3	-2.5
Cc1oc(C(C)(C)C)cc1C(=O)N1CCN(c2ncccc2C(F)(F)F)CC1	1	3	-25	-2	-5	-2	0.2	2	-7	-0.4
CC(OC(=O)C1CCN(S(=O)(=O)c2ccc(Cl)cc2)CC1)C(=O)N1CCc2ccccc21 (stereo not given)	-25	3	.	-3	-2	5	0.1	-1	-2	-0.6

Carrying on.
SMILES	Cardiac RTF inh	RTF Ca sens act	SR-BI uptake up	Keap1-Nrf2 PPI	CAL PDZ FP-1	Rtt109 Vps75	C-LANA FP	PKA-R2B activ	DAGLB inhibitor	CAL PDZ FP-2
COc1ccc(-c2nc(CCNS(=O)(=O)c3ccc4c(c3)OCCO4)cs2)cc1	0	-4	?	0	-3	1	-2.0	-4	-7	-0.7
CCCn1c(N)c(N(CCOC)C(=O)c2cc(S(=O)(=O)N3CCCCCC3)ccc2OC)c(=O)[nH]c1=O	1	-4	22	0	3	-3	-0.2	-6	-3	1.2
NNC(=O)c1cccn(Cc2ccc(Cl)cc2Cl)c1=O	-8	-1	-4	-2	0	19	-1.7	2	-11	-1.0
CCN1CCCC1CN(Cc1cc2cc(OC)ccc2[nH]c1=O)C(=O)NCc1ccccc1 (stereo not given)	-2	3	2	2	-2	3	-4.0	-2	4	-0.2
Cc1nc(SCC(=O)Nc2cc(C(N)=O)cc(C(N)=O)c2)c2c(C)c(C)sc2n1	-2	2	-3	-3	-5	4	-1.4	-4	2	-1.9
Cc1ccc(S(=O)(=O)Nc2ccc(C(=O)OCC(=O)N(CCC#N)c3ccccc3)cc2)cc1C	7	0	-1	4	-2	0	2.6	-6	4	0.2
O=C(CSc1nc2ccc(Nc3nc(N4CCOCC4)nc(N4CCOCC4)n3)cc2s1)NCc1ccco1	-1	6	-51	2	-1	3	-1.9	1	-2	0.8
Cc1cccc(Oc2ncnc(N)c2[N+](=O)[O-])c1C	-7	4	-6	6	1	-6	0.9	-3	1	0.1
COC(=O)c1sccc1NC(=O)c1ccc(C(C)C)cc1	-6	2	1	-2	-4	-16	18	0	-11	-6.9
Cc1cccc(C(=O)NCC(=O)OCC(=O)c2cc(C)n(CC3CCCO3)c2C)c1 (stereo not given)	-3	-1	-6	-3	89*	-1	0.1	2	-3	-0.4
CC1=C(C(=O)Nc2cccc(C)n2)C(c2ccc3c(c2)OCO3)C2=C(CC(c3ccco3)CC2=O)N1 (stereo not given)	-6	7	-15	4	0	-24	-0.5	2	-1	-1.0
CCOc1ccc(NC(=O)NNC(=O)c2cccnc2)cc1	-2	0	17	-1	16	-9	0.3	-6	-2	0.9
O=C(NC1CC1)c1ccc(S(=O)(=O)NC2CCCCCC2)cc1	-7	-1	-18	4	0	-5	0.6	4	1	-1.1
